Assay outcomes deposited in PubChem BioAssay by Sanford-Burnham Center for Chemical Genomics.
hIAP block: human IAP inhibition | purified IAP, CDP-Star luminescence, 30 min | P09923 | 0.12% of 330,000 active | AID 2544 | inhibition, % at 10 µM;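 active means inhibition reaching a set limit with compound at 10 µM in the primary screen, cut at about 35% in these data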;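 further: plate controls were DMSO wells with enzyme for no effect and no-enzyme buffer wells for full effect; values of inactives mirror those of a sister screen read the other way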
Target sequence (P09923 whole entry, looked up): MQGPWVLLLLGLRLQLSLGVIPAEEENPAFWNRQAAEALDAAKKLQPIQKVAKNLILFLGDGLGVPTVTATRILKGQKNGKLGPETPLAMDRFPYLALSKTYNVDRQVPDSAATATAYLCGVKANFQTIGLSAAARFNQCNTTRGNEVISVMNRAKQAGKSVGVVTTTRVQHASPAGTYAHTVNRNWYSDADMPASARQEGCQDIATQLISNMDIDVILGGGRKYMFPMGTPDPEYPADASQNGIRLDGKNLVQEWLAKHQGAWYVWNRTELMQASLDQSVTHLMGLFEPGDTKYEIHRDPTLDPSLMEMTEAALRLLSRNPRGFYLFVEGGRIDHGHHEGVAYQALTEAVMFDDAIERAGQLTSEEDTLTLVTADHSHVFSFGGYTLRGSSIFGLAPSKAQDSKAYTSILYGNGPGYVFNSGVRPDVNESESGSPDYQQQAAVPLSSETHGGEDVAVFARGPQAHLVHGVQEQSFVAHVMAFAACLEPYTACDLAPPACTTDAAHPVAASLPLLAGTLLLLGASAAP
MIN6 prolif: inducers of beta-cell replication in MIN6 cells; 0.29% of 330,000 active; MIN6 cells proliferation, ATPlite luminescence, 48 h; cells starved in 0.2% serum; 100% = growth in 10% serum; proliferation, % at 10 µM;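 active means compounds whose signal lies at least 3.5 SD above the mean of all wells on their plate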;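 further: 0% = DMSO-treated cells in low-serum medium and 100% = 10% serum control; some compounds called inactive have numbers as strong as hits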
MPTP block: inhibitors of mitochondrial permeability transition pore; isolated mouse mitochondria, Ca2+ swelling absorbance, 30 min; inhibition, % at 10 µM; 1.4% of 360,000 active;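 active means inhibition of 50% or more, scaled per plate between neutral and stimulator controls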;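 further: 0% = DMSO wells given calcium and 100% = 1 mM EGTA wells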
NR3A LBD binder: modulates the human NR3A ligand-binding domain; NR3A LBD differential scanning fluorimetry, Tm shift; 0% = protein alone, 100% = glycine-bound protein; Tm shift relative to glycine control, % at 25 µM; 2.5% of 340,000 active;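 active means melting temperature shift of at least 10% of the positive control shift, at one fixed dose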
hIAP act: increases human intestinal alkaline phosphatase activity | P09923 | purified human IAP, CDP-Star luminescence, 30 min; active compounds read high; 1 = vehicle-only enzyme, 0 = enzyme-free background | activation factor at 10 µM | 0.16% of 330,000 active;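 active means activation factor of the enzyme at least 2-fold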; further: the source names both 10 and 20 µM as test concentration; values of inactives mirror those of a sister screen read the other way
mIAP activ: increases mouse intestinal alkaline phosphatase activity; muIAP, CDP-Star luminescence, 30 min; active compounds read high; 1 = vehicle-only enzyme signal, 0 = enzyme-free wells; activation factor at 10 µM; 0.24% of 330,000 active; AID 2805;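 active means activation factor of at least 2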; further: the source names both 10 and 20 µM as test concentration; values of inactives mirror those of a sister screen read the other way
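Assay system: mouse IAP enzyme; reagent: chemiluminescent substrate CDP-Star; dosing: test compounds delivered from DMSO solution; schedule: 30 min at room temperature; measured by: luminescence from enzymatic CDP-Star hydrolysis; controls: DMSO-only wells and no-enzyme negative control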
APOBEC3A inh: inhibitors of human APOBEC3A DNA deaminase; recombinant A3A, FAM/TAMRA ssDNA deamination fluorescence; inhibition, % at 20 µM; 0.41% of 330,000 active;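 active means at least 40% inhibition at 20 µM here, with at most 30% in a related deaminase screen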;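 further: plate controls were A3A with DMSO for no effect and wells lacking A3A enzyme for full effect; some results filed as inactive read as strong as hits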
Target sequence (P31941 whole entry, looked up): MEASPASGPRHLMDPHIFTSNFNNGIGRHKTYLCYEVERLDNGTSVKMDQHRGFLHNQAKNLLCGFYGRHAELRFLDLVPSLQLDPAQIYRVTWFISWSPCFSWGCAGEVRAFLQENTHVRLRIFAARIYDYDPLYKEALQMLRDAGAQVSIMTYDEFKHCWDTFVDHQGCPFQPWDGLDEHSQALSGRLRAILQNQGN
mIAP inh: mouse IAP inhibition. purified mouse IAP, CDP-Star luminescence, 30 min. inhibition, % at 10 µM. 0.2% of 330,000 active. AID 2806;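 active means inhibition of at least 40% at 10 µM in the primary screen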;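 further: plate controls were DMSO with enzyme for no effect and no enzyme wells for full effect; values of inactives mirror those of a sister screen read the other way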
APOBEC3G inh: APOBEC3G (human) deaminase inhibition; Q9HC16; recombinant A3G, ssDNA deamination FAM/TAMRA fluorescence; inhibition, % at 20 µM; 0.28% of 330,000 active; AID 493012;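 active means inhibition of at least 40% at 20 µM, with no more than 30% in the related APOBEC3A deaminase screen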;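 further: plate controls were DMSO wells with A3G for no effect and wells lacking A3G enzyme for full effect; some compounds called inactive have numbers as strong as hits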
Starred values were filed as active, the others as inactive; nt = no result given. Rows are unselected, and some 5% of all compounds hit somewhere here.

Compound | MIN6 prolif | hIAP block | mIAP inh | APOBEC3G inh | NR3A LBD binder | hIAP act | MPTP block | APOBEC3A inh | mIAP activ
COc1ccccc1NC(=S)N(Cc1ccco1)Cc1cc2cc(C)c(C)cc2[nH]c1=O | -4 | 0 | 4 | -6 | 10 | 1 | -0.2 | 1 | 0.96
O=[N+]([O-])c1cccc(S(=O)(=O)Nc2ccc(-c3ccc(N4CCCC4)nn3)cc2)c1 | -1 | 12 | 3 | -11 | 31* | 0.88 | -0.1 | -5 | 0.97
COc1cc(=O)[nH]c(SC(C)C(=O)Nc2cc(C)on2)n1 (stereo unspecified) | -1 | -4 | 0 | -1 | 0 | 1 | -2.9 | -2 | 1
CN(C)c1ccc(-c2n(C)c3ccccc3[n+]2C)cc1 | -4 | 7 | 3 | 2 | -1 | 0.93 | 0.0 | -1 | 0.97
CCOc1ccc(NC(=O)C2CCN(S(=O)(=O)c3c(C)noc3C)CC2)cc1 | -6 | -7 | -3 | -5 | -1 | 1.1 | -0.3 | -1 | 1
Cc1cccc(Cn2c(C)c(C)c3cc(C(=O)NCCN4CCOCC4)ccc32)c1 | -6 | -58 | -9 | 1 | -1 | 1.6 | 0.9 | -6 | 1.1
Cc1nc(-c2ccncc2)nc(NCCNc2ncccc2C(F)(F)F)c1Cl | -1 | -31 | -3 | 0 | 0 | 1.3 | 3.2 | 3 | 1
CCc1ccccc1N(CC(=O)O)S(C)(=O)=O | -1 | -6 | 6 | 0 | -1 | 1.1 | -0.2 | 1 | 0.94
Cc1nc(-c2ccc(Cl)cc2)sc1C1(C)CC(c2ccccc2F)=NO1 (stereo unspecified) | 0 | 0 | 9 | -9 | -3 | 1 | -1.5 | -3 | 0.91
O=C(COC(=O)c1ccccn1)Nc1ccc2c(c1)OCO2 | -2 | 9 | 2 | -4 | 4 | 0.91 | 2.7 | -4 | 0.98
C[C@]12CC[C@H](OC(=O)CCC(=O)O)CC1=CCC1C2CC[C@@]2(C)C1CC[C@@H]2N (stereo partly specified) | -1 | 22 | 0 | -7 | -9 | 0.78 | -0.8 | -4 | 1
COc1ccccc1/C=N/NC(=S)NCc1ccco1 | 0 | -2 | 17 | 7 | 0 | 1 | -0.4 | 2 | 0.83
COc1ccc(-n2nnnc2SCC(=O)NC2CC2)cc1 | -3 | -5 | 5 | -9 | 1 | 1 | -2.4 | -4 | 0.95
c1cc2cc(-c3c(-c4ccc5c(c4)OCO5)noc3-c3ccsc3)ccc2[nH]1 | -9 | -16 | -6 | -16 | -4 | 1.2 | 1.5 | -5 | 1.1
CC1CCCCN1Cc1ccc(-c2nnn(CC(=O)NC3CCCCC3)n2)cc1 (stereo unspecified) | 0 | 11 | -10 | 3 | -2 | 0.89 | -0.2 | 3 | 1.1
CCOC(=O)C1CCCN(C(=O)c2[nH]c3ccc(OC)cc3c2C)C1 (stereo unspecified) | 1 | -3 | -4 | -6 | 3 | 1 | 1.0 | 1 | 1
Cc1ccc2[nH]c3c(c2c1)CN(C(=O)CN1CCCc2ccccc21)CC3 | 4 | -6 | 0 | -12 | -1 | 1.1 | -0.7 | 2 | 0.99
O=C(CSc1nnc(SCc2ccccc2Cl)s1)N/N=C/c1ccc(C(=O)O)cc1 | -3 | 0 | 4 | -2 | -2 | 1 | -1.6 | 4 | 0.96
C=CCN(c1ccccc1)S(=O)(=O)c1cc2c(cc1C)NC(=O)CO2 | -2 | 0 | 0 | 2 | 1 | 1 | 0.2 | 0 | 1
CCCCN(CCCNC(=O)CN1C(=O)COc2ccc(S(=O)(=O)N3CCC(C)CC3)cc21)Cc1ccccc1 | -6 | -33 | -36 | -2 | -1 | 1.3 | 0.9 | -1 | 1.4
COc1ccc(C2(c3ccc(OC(C)=O)cc3OC(C)=O)CC(c3ccccc3)NC(=S)N2)cc1 (stereo unspecified) | -4 | -4 | 6 | -6 | -5 | 1 | -1.0 | -4 | 0.94
CCOC(=O)C1CCN(S(=O)(=O)c2ccc(NC(=O)c3ccco3)cc2)CC1 | 3 | -3 | 2 | -3 | 0 | 1 | -0.6 | -3 | 0.98
Cc1ccc(C(=O)COC(=O)COc2ccccc2[N+](=O)[O-])s1 | -2 | 5 | -4 | 2 | 2 | 0.95 | -1.0 | 2 | 1
O=C(COc1ccccc1)N1CCN(C(=O)c2ccc([N+](=O)[O-])cc2)CC1 | -3 | 7 | 10 | 1 | -2 | 0.93 | -0.2 | -2 | 0.9
CC(=O)c1ccc(-c2ccc(Cn3c(C)nc4cc(N)c(C)nc43)cc2)cc1 | -1 | -5 | 3 | -11 | 1 | 1.1 | -0.8 | -5 | 0.97
COc1ccc(CNC(=O)C(OC(=O)c2ccco2)c2ccccc2F)cc1 (stereo unspecified) | 0 | -6 | -2 | -9 | -3 | 1.1 | -0.2 | -2 | 1
Cc1ccc(CNC(=O)Cc2ccc(Br)cc2)cc1 | -1 | 0 | 8 | -2 | -1 | 1 | -0.3 | -5 | 0.92
CC1=C(C)CC(C(=O)NNC(=O)c2csc(C)c2C)C(C(=O)O)C1 (stereo unspecified) | -1 | -7 | 1 | -4 | 0 | 1.1 | 1.3 | -3 | 0.99
CC12CCC(=O)N1C(C(=O)Nc1cc(Cl)ccc1N1CCOCC1)CS2 (stereo unspecified) | 2 | 9 | 0 | -7 | 2 | 0.91 | 0.9 | 0 | 1
Brc1ccc(-c2nc(-c3cccnc3)no2)o1 | 0 | -22 | 8 | -2 | -1 | 1.2 | 2.4 | 1 | 0.92
COc1ccc(CC(=O)Nc2ccc(/C(C)=N\NC(=O)c3ccc(Br)o3)cc2)cc1 | 0 | 2 | -1 | -5 | -1 | 0.98 | -2.4 | -1 | 1
Cc1ccccc1/C=N/n1c(-c2cc(-c3ccccc3)n[nH]2)n[nH]c1=S | -6 | -104 | -1 | 10 | -1 | 2* | 8.4 | -7 | 1
Cc1nc2c(ccc3nc(NC(=O)c4ccc5c(c4)OCCO5)sc32)s1 | -4 | -48 | 12 | 5 | -1 | 1.5 | 0.9 | 2 | 0.88
Cc1cc[n+](-c2[nH]c(=O)sc2/C=N/NC([S-])=Nc2ccccc2)cc1C | 0 | -17 | 17 | -7 | -2 | 1.2 | 0.8 | -2 | 0.83
COc1cc(CNC(C)C23CC4CC(CC(C4)C2)C3)cc(OC)c1OC (stereo unspecified) | 0 | 20 | 7 | -6 | 0 | 0.8 | 0.3 | -1 | 0.93
O=C1CC(Sc2ncccc2C(=O)O)C(=O)N1 (stereo unspecified) | 0 | -2 | 4 | 12 | -2 | 1 | 0.3 | 2 | 0.96
COc1ccc(NC(=O)c2cc(-c3ccco3)on2)c(OC)c1 | 0 | 3 | -1 | -1 | 0 | 0.97 | -0.7 | -1 | 1
CCNc1nc(NCC)n2c(SC(C(=O)Nc3cc(Cl)cc(Cl)c3)c3ccccc3)nnc2n1 (stereo unspecified) | -3 | 2 | 1 | -8 | 11* | 0.98 | 4.9 | -5 | 0.99
CC(=O)N1CCc2cc(S(=O)(=O)CCC(=O)NCCc3ccc(C)cc3)ccc21 | 2 | -12 | 4 | -4 | 7 | 1.1 | -0.4 | -2 | 0.96
COc1ccc(C(=O)Nc2nnc(S(=O)(=O)N3CCCCCC3)s2)cc1OC | -1 | -17 | 4 | -12 | 1 | 1.2 | 0.7 | -1 | 0.96
COc1ccccc1-n1c(C)cc(C=O)c1C | -2 | -3 | 6 | -3 | 2 | 1 | -1.2 | -1 | 0.94
CCOC(=O)c1ccc(N(C(=O)c2cnccn2)C(C(=O)NC2CCCCC2)c2cn(C)nc2C)cc1 (stereo unspecified) | -1 | 8 | -1 | -3 | 1 | 0.92 | 1.0 | 1 | 1
CCCC1(C(=O)OC)NC(c2ccco2)C2C(=O)N(c3ccc(C)cc3)C(=O)C21 (stereo unspecified) | 0 | 9 | -4 | 0 | -1 | 0.91 | -1.5 | 0 | 1
c1ccc(-c2noc(-c3ccncc3)n2)nc1 | -3 | 4 | 4 | 0 | 1 | 0.96 | -0.5 | 1 | 0.96
COc1ccc2c(-c3ccccc3)cc(SCC(=O)N(C)C3CCS(=O)(=O)C3)nc2c1 (stereo unspecified) | -2 | 2 | 7 | -3 | -2 | 0.98 | 4.1 | 0 | 0.93
CCn1c(=O)n(CC)c2cc(N3CCCC3)c(NC(=O)c3cc(Br)ccc3OC)cc21 | -7 | 2 | 10 | -6 | -16 | 0.98 | nt | -7 | 0.9
COc1ccc(S(=O)(=O)N(CC(=O)NC(C)C)Cc2ccccc2)cc1 | 0 | 9 | 6 | -1 | -1 | 0.91 | -1.9 | 5 | 0.94
COc1ccc(NC(C)C(=O)N/N=C/c2ccccc2OCc2cccc(Br)c2)cc1 (stereo unspecified) | -6 | -21 | 0 | -2 | -33 | 1.2 | 6.7 | -1 | 1
CC(C)Oc1cccc(C(=O)C2CCCN(Cc3cnn(C(C)C)c3)C2)c1 (stereo unspecified) | 1 | -11 | 5 | -7 | -2 | 1.1 | -0.9 | -1 | 0.95
Cc1cc(C(=O)N(C)C2CCCCC2)no1 | 5 | -12 | 11 | -3 | -1 | 1.1 | -0.5 | 1 | 0.89

A different layout for part of the listing above:
SMILES: CCn1c(=O)n(CC)c2cc(N3CCCC3)c(NC(=O)c3cc(Br)ccc3OC)cc21
  MIN6 prolif: -7
  hIAP block: 2
  mIAP inh: 10
  APOBEC3G inh: -6
  NR3A LBD binder: -16
  hIAP act: 0.98
  MPTP block: nt
  APOBEC3A inh: -7
  mIAP activ: 0.9

SMILES: COc1ccc(S(=O)(=O)N(CC(=O)NC(C)C)Cc2ccccc2)cc1
  MIN6 prolif: 0
  hIAP block: 9
  mIAP inh: 6
  APOBEC3G inh: -1
  NR3A LBD binder: -1
  hIAP act: 0.91
  MPTP block: -1.9
  APOBEC3A inh: 5
  mIAP activ: 0.94

SMILES: COc1ccc(NC(C)C(=O)N/N=C/c2ccccc2OCc2cccc(Br)c2)cc1 (stereo unspecified)
  MIN6 prolif: -6
  hIAP block: -21
  mIAP inh: 0
  APOBEC3G inh: -2
  NR3A LBD binder: -33
  hIAP act: 1.2
  MPTP block: 6.7
  APOBEC3A inh: -1
  mIAP activ: 1

SMILES: CC(C)Oc1cccc(C(=O)C2CCCN(Cc3cnn(C(C)C)c3)C2)c1 (stereo unspecified)
  MIN6 prolif: 1
  hIAP block: -11
  mIAP inh: 5
  APOBEC3G inh: -7
  NR3A LBD binder: -2
  hIAP act: 1.1
  MPTP block: -0.9
  APOBEC3A inh: -1
  mIAP activ: 0.95

Remaining list, next part:
Compound | MIN6 prolif | hIAP block | mIAP inh | APOBEC3G inh | NR3A LBD binder | hIAP act | MPTP block | APOBEC3A inh | mIAP activ
CCOc1ccc(CCNC(=O)COC(=O)COc2ccc(Cl)cc2)cc1OCC | -1 | -10 | -9 | 10 | 0 | 1.1 | -2.3 | 2 | 1.1
O=C(CCc1nc2ccccc2[nH]1)Nc1ccccc1F | 2 | -12 | 10 | 2 | -2 | 1.1 | 1.4 | 3 | 0.9
COc1ccc(/C(C)=N/NC(=O)OC(C)(C)C)cc1[N+](=O)[O-] | -2 | -30 | 0 | -1 | 1 | 1.3 | -0.8 | 2 | 1
COc1ccccc1C(C)NC(=O)c1cc(S(=O)(=O)N2CCCCC2)ccc1C (stereo unspecified) | -4 | -1 | 0 | -6 | -2 | 1 | 0.2 | 3 | 1
Cc1cc(C(=O)NNC(=O)c2ccccc2F)c2ccccc2n1 | -2 | 8 | 7 | -8 | -1 | 0.92 | -1.6 | -2 | 0.93
